Bioassay records deposited in PubChem BioAssay by National Center for Advancing Translational Sciences (NCATS).
Hsp90 Hop PPI: changes Hsp90-Hop TPR2A binding signal, up or down; 71,000 tested, 0.44% active; Potency, µM (highest dose often 57 µM), for the others: at the highest dose activity change, negative = inhibition; AlphaScreen TPR2A-His6 binding biotin-Hsp90 C-terminal peptide; active means well fitted curve in either direction with a large enough effect; inconclusive means small, poorly fitted or top-dose-only effect, or another doubt; further: potency means the concentration at half of the fitted maximal effect; on the % scale 0 is the no-effect control and ±100 the full control effect; many of its hits are not listed in these tables
HADH2 inhib: HADH2 (human) dehydrogenase inhibition. recombinant HADH2, NADH fluorescence, beta-hydroxybutyryl-CoA. Potency, µM (top dose mostly 57.1 µM), for inactives: at the top dose activity change, negative = inhibition, most hits filed as inhibitors. 73,000 tested, 3.4% active. AID 886. Q99714; further: potency means the concentration at half of the fitted maximal effect; on the % scale 0 is the no-effect control and ±100 the full control effect; nearly all actives have a fitted effect of over 60% in size; many of its hits are not listed in these tables
Target sequence (Q99714 whole entry, looked up, one chain of several): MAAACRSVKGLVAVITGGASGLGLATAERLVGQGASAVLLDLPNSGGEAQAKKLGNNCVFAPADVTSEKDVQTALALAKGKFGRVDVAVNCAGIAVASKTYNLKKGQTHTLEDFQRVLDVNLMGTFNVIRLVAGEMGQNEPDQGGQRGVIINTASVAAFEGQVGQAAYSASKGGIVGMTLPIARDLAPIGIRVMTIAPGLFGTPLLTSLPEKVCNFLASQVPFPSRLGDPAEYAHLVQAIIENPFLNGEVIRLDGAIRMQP
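NADH fluorescence (ex 360/em 450 nm) read every 30 s for 4 min; activity taken as last-minus-first time point difference. Enzyme 20 nM, NAD+ 1 mM, beta-hydroxybutyryl-CoA 90 uM, pH 9.0 Tris buffer.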
UbGFP stabilizer: proteasome inhibitors stabilizing ubiquitin-GFP reporter; Potency, µM (titrated, usually from 45.9 µM), inactives show at the top dose activation (GFP accumulation), hits mostly activators; 67,000 tested, under 10 active; Ubiquitin-GFP reporter cells, proteasome inhibition, GFP fluorescence; response scale: untreated = 0%, 10 µM MG-132 = 100%; active means well fitted activation curve with a large enough effect, not every such curve was filed as active; inconclusive means small, poorly fitted or top-dose-only effect, or another doubt; inactive means no such curve, though single readings can be large or run the other way; further: potency means the concentration at half of the fitted maximal effect
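U2OS cells expressing ubiquitin(G76V)-GFP, seeded overnight in 0.5% FBS medium, then treated 4 hr at 37 C across 46 uM to 2.9 nM. GFP-positive cells counted by laser cytometry (488 ex/515 em); %activity scaled between basal and 10 uM MG-132.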
USP2a inh: blocks human ubiquitin-specific protease USP2a. USP2a enzymatic assay, qHTS inhibition. Potency, µM (top dose mostly 38.3 µM), for inactives: at the top dose activity change, negative = inhibition, actives largely listed as inhibitors. 60,000 tested, 0.1% active. AID 927;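 further: potency means the concentration at half of the fitted maximal effect; nearly all actives have a fitted effect of over 60% in size; plate controls were DMSO for no effect and NEM full inhibition control for full effect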
Target sequence (O75604 whole entry, looked up): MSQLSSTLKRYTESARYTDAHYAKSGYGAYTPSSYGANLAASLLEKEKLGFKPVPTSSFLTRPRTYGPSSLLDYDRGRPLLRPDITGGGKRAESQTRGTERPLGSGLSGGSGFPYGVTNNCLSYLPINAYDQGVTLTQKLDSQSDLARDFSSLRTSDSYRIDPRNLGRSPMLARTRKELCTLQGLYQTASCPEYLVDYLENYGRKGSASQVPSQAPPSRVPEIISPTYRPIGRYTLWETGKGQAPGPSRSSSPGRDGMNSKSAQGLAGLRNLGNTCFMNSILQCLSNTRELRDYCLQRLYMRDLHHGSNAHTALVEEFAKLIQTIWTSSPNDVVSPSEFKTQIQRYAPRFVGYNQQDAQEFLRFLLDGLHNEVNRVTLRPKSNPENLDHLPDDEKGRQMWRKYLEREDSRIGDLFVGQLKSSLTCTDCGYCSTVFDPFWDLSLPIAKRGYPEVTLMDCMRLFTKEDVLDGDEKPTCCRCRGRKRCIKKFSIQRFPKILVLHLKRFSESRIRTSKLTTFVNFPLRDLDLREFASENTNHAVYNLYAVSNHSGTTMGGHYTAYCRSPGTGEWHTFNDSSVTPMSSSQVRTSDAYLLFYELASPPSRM
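USP2 core (20nM final) preincubated 30 min RT with compound, then Ub-PLA2 20nM and NBD C6-HPC 20uM final added; buffer 20mM Tris-HCl pH 8.0, 2mM CaCl2. Fluorescence Ex 460/Em 535 read at 0 and 2.5 h; normalized to NEM.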
BRCT inh red: disrupts BRCA1 BRCT binding to phosphoprotein, red fluorophore readout. Potency, µM (top dose mostly 76.9 µM), inactives show top-dose activity change, negative = inhibition, actives largely listed as inhibitors. BRCT-phosphopeptide binding, red fluorescence polarization. 75,000 tested, 0.03% active. AID 892; further: on the % scale 0 is the no-effect control and ±100 the full control effect
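Fluorescence polarization: 100 nM His-tagged BRCA1 BRCT with 100 nM TAMRA-labelled phospho-BACH1 decapeptide, phosphate buffer pH 7.3 with 150 mM NaCl, DTT, 0.01% Tween 20; 12 min RT. Binding inhibition seen as FP decrease.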
HBB splice mod: hemoglobin beta splicing modulation; 65,000 tested, 0.06% active; AID 925; HBB splicing reporter cell assay, activation; EGFP reporter with mutant IVS2-654 intron; response scale: normalised to 500 nM splice-correcting PNA; Potency, µM (titrated, usually from 46.1 µM), without a hit: at the top dose activation, most hits filed as activators; further: potency means the concentration at half of the fitted maximal effect; 0% is about no effect
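HeLa cells stably expressing EGFP interrupted by mutant beta-globin intron 2 (IVS2-654), 500/well in 2% FCS. Treated with compound for 2 days at 37C. Splicing correction scored as total well GFP intensity (488 nm excitation, 500-520 nm emission); 500 nM antisense PNA served as control.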
CRE-bla Fsk: alters forskolin-stimulated CRE reporter signaling in CHO cells. 71,000 tested, 2.5% active. Potency, µM (titrated, usually from 38.2 µM), inactives show at the top dose activity change, negative = inhibition, hits mostly activators. AID 662. CHO CRE-bla reporter (cAMP response element driving beta-lactamase), forskolin EC10, beta-lactamase ratio; active means well fitted activation curve with a large enough effect in the signal ratio, with a control signal flat, not every such curve was filed as active; inconclusive means small, poorly fitted or top-dose-only effect, or effect the other way, or a change in a side signal; the % refers to the signal ratio; further: potency means the concentration at half of the fitted maximal effect; % of control where 0% means no effect
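Modulation of forskolin signalling: compounds in titration series added with EC10 NKH 477 to CHO cells carrying a CRE-driven beta-lactamase reporter, 3 h, 37C. CCF4 FRET ratio (460/530 nm, ex 405 nm) gives %activity and AC50.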
Pol III holo inh: blocks replication by bacterial DNA polymerase III holoenzyme; reconstituted DNA polymerase III holoenzyme replication, biochemical; 71,000 tested, 0.25% active; Potency, µM (highest dose often 57.1 µM), for inactives: at the top dose activity change, negative = inhibition; further: potency means the concentration at half of the fitted maximal effect; on the % scale 0 is the no-effect control and ±100 the full control effect
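Reconstituted *E. coli* holoenzyme (0.35 nM Pol III, 1 nM beta, 154 nM SSB, 2 nM primase) was preincubated with compound for 15 min at RT. Synthesis on 1.4 nM ssM13Gori ran 35 min, then was stopped with PicoGreen/EDTA and read as dsDNA fluorescence.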
ALOX15 inhib: 15-hLO (ALOX15) enzyme inhibition. P16050. purified 15hLO-1, xylenol orange hydroperoxide absorbance. Potency, µM (top dose mostly 57.1 µM), without a hit: at the top dose activity change, negative = inhibition, most hits filed as inhibitors. 74,000 tested, 1.4% active. AID 887; further: potency means the concentration at half of the fitted maximal effect; on the % scale 0 is the no-effect control and ±100 the full control effect; nearly all actives have a fitted effect of over 55% in size
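Readout: Fe(III)-xylenol orange absorbance, 573-to-405 nm ratio as reaction progress. Enzyme 40 nM purified human 15hLO-1, substrate 50 uM arachidonic acid, 6 min RT after 15 min compound preincubation; Hepes pH 7.5 buffer with Triton X-100.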
BRCT PPI green: inhibitors of human BRCA1 BRCT-phosphoprotein interaction (green fluorophore); P38398; BRCA1 BRCT-phosphopeptide binding, green fluorescence polarization; Potency, µM (doses to about 76.9 µM), for inactives: at the highest dose activity change, negative = inhibition, actives largely listed as inhibitors; 75,000 tested, 0.05% active; AID 875;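 further: potency means the concentration at half of the fitted maximal effect; plate controls were peptide without protein for full effect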
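Fluorescence polarization: His-tagged BRCT (~35 kDa BRCA1 C-terminus, 250 nM) bound to 100 nM fluorescein-labeled phosphorylated 10-aa BACH1 peptide, pH 7.3 phosphate buffer with DTT and Tween 20. Compounds incubated 12 min at room temperature; inhibition read as lowered polarization.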
GFP derepression: epigenetic GFP locus derepression in mouse cells | Potency, µM (top dose mostly 46.1 µM), inactives show top-dose GFP derepression (activation) | 68,000 tested, 0.09% active | mouse C127i GFP locus derepression, cytometry, 30 h; further: % of control where 0% means no effect
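Locus derepression in mouse mammary C127i cells whose integrated CMV-GFP reporter is normally silent; GFP expression after 30 h compound treatment was quantified by counting fluorescent cells.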
An asterisk follows results filed as active; ? = inconclusive; / = no result given; [ ] = remark or other dose. Unless noted, the call rests on the fitted dose curve; in most records, active means well fitted curve in the direction sought with a large enough effect; inconclusive means small, poorly fitted or top-dose-only effect, or another doubt; inactive means no such curve, though single readings can be large; an effect the other way counts as inactive or inconclusive. An excerpt (hit frequency here may not be typical).

SMILES	Hsp90 Hop PPI	HADH2 inhib	UbGFP stabilizer	USP2a inh	BRCT inh red	HBB splice mod	CRE-bla Fsk	Pol III holo inh	ALOX15 inhib	BRCT PPI green	GFP derepression
CCOC(=O)c1nnn(CC(=O)Nc2cccc(OC)c2)c1C(=O)OCC	-9%	-1%	-10%	13%	-0.4%	-5.2%	-4%	0%	-2%	-2.0%	0%
CC1=C(C(=O)N2CCCCC2)C2(CCC(C)CC2)OC1=O (configuration not stated)	-1%	3%	-2%	/	0.1%	-0.3%	-3%	0%	6%	-2.2%	2%
CCc1c(C)sc(NC(=O)c2cc(C)on2)c1C#N	6%	-23%	10%	10%	0.2%	-1.7%	7%	-2%	0%	0.9%	-1%
O=C(OCCN1CCOCC1)C(c1ccccc1)c1ccccc1	-2%	-10%	4%	5%	0.2%	/	-4%	0%	2%	-1.3%	-1%
O=C(CSc1ncnc2c1oc1ccccc12)Nc1cccc(F)c1	1%	6%	-5%	15%	0.6%	1.7%[1.84 µM]	?	2%	5%	-2.1%	-2%
Cc1ccc(C)c(Cn2c(C(C)O)nc3ccccc32)c1 (configuration not stated)	-6%	13%	9%	10%	0.0%	-0.2%	-1%	-3%	20%	-1.0%	2%
O=C1c2ccccc2C(=O)N1c1ccc(Cc2ccc(N3C(=O)c4ccccc4C3=O)cc2)cc1	2%[11 µM]	7%[11.4 µM]	-11%[9.17 µM]	/	1.9%[15.4 µM]	0.6%[9.22 µM]	-2%[7.6 µM]	-9%[11.4 µM]	13%[11.4 µM]	-2.1%[15.4 µM]	3%[9.22 µM]
CCN(CC)S(=O)(=O)c1ccc(N2CCCC2)c(C(=O)OCC(=O)/C(C#N)=C(\C)N)c1	-6%	2%	-4%	26%	-0.4%	-1.3%	?	-1%	-12%	0.2%	-1%
O=C(COc1ccc(-c2nnco2)cc1)N1CCN(S(=O)(=O)c2ccc3ccccc3c2)CC1	-2%	11%	-5%	28%	0.8%	0.2%[57.5 µM]	1%	-7%	12%	-1.0%	-1%
COc1ccc(Cl)cc1S(=O)(=O)NCc1cccs1	0%	9%	13%	-9%	-0.2%	-4.1%	-6%	-3%	-13%	0.6%	-2%
CCN1CCCC1CNCc1ccc(Cl)cc1Cl (configuration not stated)	-6%	3%	4%	-16%	0.8%	2.2%[57.5 µM]	11%	-3%	-2%	3.0%	2%
CC(NC(=O)c1cccnc1)C(c1cccs1)N1CCOCC1 (configuration not stated)	-4%	-9%	/	-2%	-0.5%	1.2%[0.369 µM]	?	-3%	-6%	-3.7%	0%
O=C(c1ccc2c(c1)OCCCO2)c1cccs1	6%	-8%	5%	-6%	-0.5%	/	7%	2%	-1%	-1.0%	-3%
Cc1cccc(N2CC(c3nc4ccccc4n3C)CC2=O)c1C (configuration not stated)	-3%	-10%	6%	/	0.4%	-1.0%	-6%	-5%	0%	-0.1%	/
CCCCn1c(SCC(=O)NC(C)(C)C)nnc1-c1ccco1	-3%	2%	1%	1%	-0.3%	-1.9%	17%	-2%	3%	-0.3%	-1%

Just Pol III holo inh, Hsp90 Hop PPI and USP2a inh, for some of the entries so far:
SMILES | Pol III holo inh | Hsp90 Hop PPI | USP2a inh
O=C(c1ccc2c(c1)OCCCO2)c1cccs1 | 2% | 6% | -6%
Cc1cccc(N2CC(c3nc4ccccc4n3C)CC2=O)c1C (configuration not stated) | -5% | -3% | /

Going on with the list.
SMILES	Hsp90 Hop PPI	HADH2 inhib	UbGFP stabilizer	USP2a inh	BRCT inh red	HBB splice mod	CRE-bla Fsk	Pol III holo inh	ALOX15 inhib	BRCT PPI green	GFP derepression
Cc1cc(C)c2c(=O)c3c(oc2c1)C(=O)N(CCO)C3c1cccc(O)c1 (configuration not stated)	-6%	-1%	-1%	16%	0.0%	3.2%[0.369 µM]	18%	-4%	3%	-3.1%	2%
CCOc1ccc(-n2nc(C(=O)N3CCOCC3)c3ccccc3c2=O)cc1	2%	0%	0%	-6%	-0.2%	-0.3%	-2%	-5%	3%	0.3%	-4%
CC1(C)C2CCC1(CS(=O)(=O)N1CCCc3ccccc31)C(=O)C2 (configuration not stated)	0%	?	6%	4%	0.1%	-0.3%	0%	1%	-1%	1.2%	2%
COc1ccccc1N1CC(C(=O)OC(C)C(=O)N2CCCc3ccccc32)CC1=O (configuration not stated)	-5%	15%	-1%	16%	0.3%	-0.7%	-5%	1%	-4%	-1.6%	0%
CC1CCCN(C(=O)c2ccc3nc[nH]c3c2)C1 (configuration not stated)	2%	-8%	1%	-1%	-2.1%	-0.5%[57.5 µM]	-6%	-2%	5%	-0.1%	-3%
COc1cc(NC(=O)COc2ccc(F)cc2)nc(OC)n1	?	14%[11.4 µM]	-5%[9.17 µM]	6%[7.66 µM]	1.1%	0.0%[0.0738 µM]	?	1%[11.4 µM]	6%[11.4 µM]	-1.1%	-2%
Cc1noc(C)c1-c1cncnc1Nc1ccccc1	-7%	?	-3%	36%[activator]	1.0%	-0.8%	-4%	2%	?	-1.5%	-3%[9.22 µM]
CC(=O)c1coc2ccc(OCC(=O)O)cc12	1%	-14%	0%	/	-0.1%	-0.3%[57.5 µM]	-1%	0%	8%	-3.8%	-2%
CCOC(=O)Cn1c(=N)n(Cc2ccccc2F)c2ccccc21	-6%	7%	3%	3%	0.5%	1.2%	-20%	-5%	3%	0.5%	0%
O=C(O)c1ccc(CSCc2c(F)cccc2Cl)o1	0%	8%	-2%	-3%	-0.3%	5.6%[57.5 µM]	-5%	-10%	15%	0.7%	4%
N#Cc1cccc(-c2cc(NCc3cccs3)ncn2)c1	5%	3%	-2%	6%	-3.2%	0.0%	?	-7%	?	4.1%	-4%[9.22 µM]
CC(NS(=O)(=O)c1ccc(F)cc1)C(=O)NCc1ccncc1 (configuration not stated)	-6%	2%	2%	-7%	-0.9%	7.6%	0%	-3%	2%	-2.1%	0%
O=C1O[C@@H]([C@@H](O)CO)[C@@H](O)[C@H]1O	-3%[26 µM]	-2%[25.6 µM]	-3%[20.5 µM]	6%[17.1 µM]	0.4%[34.4 µM]	1.8%[20.6 µM]	7%[17.1 µM]	-6%[25.6 µM]	-25%[25.6 µM]	-2.0%[34.4 µM]	-2%[20.6 µM]
Cc1cccc(NC(=O)C2CCN(S(=O)(=O)c3cccs3)CC2)n1	-3%	2%	-8%	3%	0.7%	0.7%	-10%	-6%	-3%	-1.8%	0%

A few values from above:
For Pol III holo inh, Cc1cccc(N2CC(c3nc4ccccc4n3C)CC2=O)c1C (configuration not stated) has -5%
For HADH2 inhib, CCOC(=O)Cn1c(=N)n(Cc2ccccc2F)c2ccccc21 has 7%
For USP2a inh, CC1(C)C2CCC1(CS(=O)(=O)N1CCCc3ccccc31)C(=O)C2 (configuration not stated) has 4%
For ALOX15 inhib, O=C(OCCN1CCOCC1)C(c1ccccc1)c1ccccc1 has 2%
For GFP derepression, O=C(CSc1ncnc2c1oc1ccccc12)Nc1cccc(F)c1 has -2%
For BRCT inh red, COc1cc(NC(=O)COc2ccc(F)cc2)nc(OC)n1 has 1.1%
